EPAC1 ag – activates human EPAC1 exchange factor; O95398; EPAC1 agonist qHTS, biochemical assay; response scale: 100% = response to 6.5 mM cAMP; Potency, µM (titrated, usually from 154 µM), inactives show at the highest dose activation, most hits filed as activators; 360,000 compounds, 0.073% hits; AID 720707; further: nearly all actives have a fitted effect of over 60% in size
Target sequence (O95398 whole entry, looked up): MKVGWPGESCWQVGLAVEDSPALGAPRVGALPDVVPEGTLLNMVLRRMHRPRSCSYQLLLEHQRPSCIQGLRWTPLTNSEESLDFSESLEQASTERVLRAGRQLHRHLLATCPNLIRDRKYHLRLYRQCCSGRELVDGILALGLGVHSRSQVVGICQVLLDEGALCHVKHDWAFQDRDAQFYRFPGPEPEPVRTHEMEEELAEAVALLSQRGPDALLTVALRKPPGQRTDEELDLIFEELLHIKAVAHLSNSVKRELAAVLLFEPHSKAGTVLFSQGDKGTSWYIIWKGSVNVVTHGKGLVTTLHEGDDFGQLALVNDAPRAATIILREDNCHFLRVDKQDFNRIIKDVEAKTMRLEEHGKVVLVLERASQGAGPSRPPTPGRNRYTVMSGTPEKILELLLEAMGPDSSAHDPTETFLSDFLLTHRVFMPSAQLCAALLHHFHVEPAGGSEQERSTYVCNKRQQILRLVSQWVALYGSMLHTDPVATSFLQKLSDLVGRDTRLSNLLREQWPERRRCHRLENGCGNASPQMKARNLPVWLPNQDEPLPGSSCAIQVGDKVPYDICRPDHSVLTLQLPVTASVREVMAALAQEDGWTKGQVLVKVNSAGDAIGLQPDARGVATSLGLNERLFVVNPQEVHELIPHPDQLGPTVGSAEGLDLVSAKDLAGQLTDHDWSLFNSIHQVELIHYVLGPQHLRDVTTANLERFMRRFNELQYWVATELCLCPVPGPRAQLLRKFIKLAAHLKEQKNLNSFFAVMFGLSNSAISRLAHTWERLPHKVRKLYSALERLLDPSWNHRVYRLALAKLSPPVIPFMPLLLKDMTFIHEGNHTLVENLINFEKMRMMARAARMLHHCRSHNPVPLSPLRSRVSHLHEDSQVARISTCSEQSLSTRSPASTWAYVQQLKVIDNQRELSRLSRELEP
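EPAC1 100 nM, Rap1B–BODIPY-GDP 250 nM, unlabeled GDP 50 uM; compound titration; 5 min RT; kinetic read ex480/em540 at 5-min intervals ×30 min; data normalized to 6.5 mM cAMP agonist control.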
aSyn rescue – rescues yeast growth from alpha-synuclein toxicity. Potency, µM (highest dose often 46.1 µM), inactives show top-dose growth rescue (activation), actives largely listed as activators. AID 652106. Yeast expressing alpha-synuclein, growth rescue, BacTiter-Glo, 24 h. 370,000 compounds, 0.14% hits; further: % of control where 0% means no effect; nearly all actives have a fitted effect of over 65% in size
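Rescue of yeast growth: cells expressing toxic alpha-synuclein, induced in galactose at OD600 0.02, incubated with compound 24 h at 30 C. ATP luminescence quantified growth; inhibitors of toxicity appear as activators.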
EPAC2 antagonist – blocks human EPAC2 exchange factor | 360,000 compounds, 0.18% hits | Potency, µM (series often up to 114 µM), inactives show top-dose activity, negative = inhibition, usual class: inhibitors | EPAC2 GEF exchange of Rap1B-BODIPY-GDP, fluorescence | Q8WZA2; further: on the % scale 0 is the no-effect control and ±100 the full control effect; nearly all actives have a fitted effect of over 45% in size; many of its hits are not listed in these tables
PTHR1 ag – activates the human parathyroid hormone receptor PTHR1. HEK293 GP2 PTHR1 cells, GloSensor cAMP luminescence, 1 h. Q03431. 410,000 compounds, 0.075% hits. Potency, µM (titrated, usually from 115 µM), without a hit: top-dose activation, usual class: activators; further: nearly all actives have a fitted effect of over 55% in size; some results filed as inactive show a strong effect at the top dose; inactives centre near -15; many of its hits are not listed in these tables
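HEK-293-derived GP2 cells expressing PTHR1 and a GloSensor cAMP reporter, 3,000/well, plated overnight, given luciferin plus IBMX (each 0.5 mM as added) for 1 h at 37 °C, then compound for 1 h at 37 °C. Luminescence was read after 15 min at room temperature.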
EPAC1 antag – EPAC1 (human) antagonism | O95398 | EPAC1 GEF assay, Rap1b-BODIPY-GDP exchange fluorescence | Potency, µM (titrated, usually from 115 µM), without a hit: at the top dose activity change, negative = inhibition, hits mostly inhibitors | 360,000 compounds, 0.14% hits;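 further: plate controls were vehicle for no effect and positive control for full effect; nearly all actives have a fitted effect of over 50% in size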
FUS yeast rescue – FUS proteinopathy suppression in yeast; S. cerevisiae FUS-expressing, growth rescue, OD600, 24 h; Potency, µM (highest dose often 76.6 µM), for the others: at the top dose growth rescue (activation), usual class: activators; 390,000 compounds, 0.24% hits; AID 1347120;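 further: plate controls were DMSO vehicle for no effect and reference control for full effect; nearly all actives have a fitted effect of over 55% in size; some results filed as inactive show a strong effect at the top dose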
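Cultures pregrown in 2.5% raffinose medium are shifted to minimal medium containing 2% galactose to express toxic FUS. Compounds are tested at several concentrations. After 24hr at 30C, growth is quantified at 600 nm absorbance.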
EPAC2 ag – agonists of human EPAC2 (RAPGEF4); 360,000 compounds, 0.079% hits; Q8WZA2; Potency, µM (top dose mostly 154 µM), inactives show top-dose activation, actives largely listed as activators; EPAC2 activation, biochemical qHTS; response scale: 100% = 6.5 mM cAMP response; further: nearly all actives have a fitted effect of over 50% in size
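Fluorescence exchange assay: 100 nM EPAC2 with 250 nM RAP1B-BODIPY-GDP and 50 uM GDP; compounds tested as a concentration-titration series (qHTS). Loss of Rap1-bound BODIPY-GDP fluorescence read at 480/540 nm; data normalized to 6.5 mM cAMP.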
TDP-43 yeast inh – inhibitors of TDP-43 toxicity in yeast | AID 652104 | 410,000 compounds, 1.8% hits | Potency, µM (titrated, usually from 46.1 µM), for inactives: at the top dose growth rescue (activation), most hits filed as activators | TDP-43 expressing yeast growth rescue, BacTiter-Glo, 24 h; further: % of control where 0% means no effect; nearly all actives have a fitted effect of over 50% in size
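Luminescence from BacTiter-Glo reports growth of TDP-43-expressing yeast after 24 hr at 30 deg C with compound. Cells were raffinose-pregrown to mid-log, then seeded in galactose medium at OD600=0.02.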
The depositor's hits bear a star; i = inactive; ? = inconclusive; / = no result given; & = joins results of further samples; [ ] = dose if it differs, or a comment. The call rests on the fitted dose curve; in most records, active means well fitted curve in the direction sought with a large enough effect; inconclusive means small, poorly fitted or top-dose-only effect, or another doubt; inactive means no such curve, though single readings can be large; an effect the other way counts as inactive or inconclusive. Potency means the concentration at half of the fitted maximal effect.

SMILES	EPAC1 ag	aSyn rescue	EPAC2 antagonist	PTHR1 ag	EPAC1 antag	FUS yeast rescue	EPAC2 ag	TDP-43 yeast inh
O=C(CCSc1ccccc1)NCc1cccnc1	0%	0%	-1%	-12%	-3%	/	-3%	25%
N#Cc1ccccc1NC(=O)COC(=O)C1CCN(C(=O)c2ccc(Cl)cc2)CC1	13%	2%	2%	-11%	-24%	8%	4%	14%
O=C1CSC(=S)N1N=Cc1ccc(Cl)cc1Cl	-4%	0%	-12%	8%	?	/	13%	?
Cc1cc(C)c(NC(=O)CCS(=O)(=O)c2cc3c(cc2Cl)NC(=O)CO3)c(C)c1	/	-4%	/	-5%	/	-12%	/	7%
Cc1ccc2nc(SCC(=O)Nc3nnc(SCC(N)=O)s3)[nH]c2c1	-3%	3%	7%	i	-6%	?	0%	-17%
COC(=O)Cn1c(=NC(=O)c2ccc(OC)c(OC)c2)sc2cc(OC)ccc21	7%	-8%	-2%	-21%	3%	0%	-7%	4%
COc1ccccc1-c1c(-c2ccc(OCC(=O)NN)cc2O)n[nH]c1C(F)(F)F	-2%	0%	-4%	-34%	-7%	/	-7%	0%
N#C/C(=C\c1cccnc1)C(=O)Nc1ccc(S(N)(=O)=O)cc1	-6%	0%	6%	-14%	17%	-4%	8%	14%
COC(=O)[C@@H](NC(=O)Nc1cc(Cl)ccc1C)C(C)C	1%	-5%	-2%	i	2%	12%	7%	-9%
CCOC(=O)CSc1nc2ccsc2c(=O)n1C1CCN(C(=O)OCC)CC1	1%	-4%	-5%	-18%[57.5 µM]	-14%	?	6%	-4%
N#Cc1ccc(-c2nc3c(Cl)cc(C(F)(F)F)cn3c2Cc2ccccc2C(F)(F)F)cc1	-9%	0%	6%	i	-5%	28%	-10%	13%
Cc1ccc(F)cc1NC(=O)c1ccc(OCC2CCCO2)cc1 (centres undefined)	4%	6%	5%	-14%	-2%	-17%	8%	?
COCCNC(=O)CC(NS(=O)(=O)c1ccc(NC(C)=O)cc1)C(C)C (centres undefined)	5%	-6%	10%	i	4%	-24%	4%	-1%
COc1ccc(CNC(=O)COC(=O)CCOc2ccc(C)cc2)cc1OC	-8%	6%	4%	-18%	-10%	4%	-2%	7%
CCCCc1nnc(NC(=O)C2CC(=O)N(c3ccc4c(c3)OCCO4)C2)s1 (centres undefined)	4%	1%	-1%	i	-28%	7%	4%	4%
COc1cc(C(=O)OCc2cc(=O)oc3c(C)c(C)ccc23)ccc1OC(F)F	7%	10%	-2%	i	3%	-27%	-2%	-15%
COc1ccc(-c2noc(N3CCC(C(=O)NCc4ccc(Cl)cc4)CC3)n2)cc1	9%	-4%	5%	-38%[inhibitor]	-5%	-23%	1%	-2%
CN(Cc1ccccc1)C(=O)C(=O)c1c[nH]c2ccccc12	3%	1%	-7%	i	5%	-9%	4%	14%
O=C(Nc1ccc(C(=O)O)cc1)/C(=C\c1ccco1)NC(=O)c1ccc(Br)cc1	-5%	1%	?	i	-9%	20%	8%	8%
CCOc1ccc2sc(NS(=O)(=O)c3ccc(OC)c(OC)c3)nc2c1	4%	2%	-4%	-2%	4%	7%	9%	-7%
COc1ccc(-c2noc(CNS(=O)(=O)c3ccccc3)n2)cc1	-7%	14%	4%	i	16%	-2%	1%	?
O=C(OCc1ccc(Br)cc1)c1cccnc1Cl	2%	2%	?	-2%	-5%	1%	9%	?
CN(CC(=O)Nc1c(Cl)cccc1Cl)C(=O)Cc1ccc2c(c1)CCC2	10%	-3%	8%	-19%	0%	18%	8%	?
CCc1cccc2c(C(=O)Cn3nnc(-c4ccc(OC)c(OC)c4)n3)c[nH]c12	-10%	6%	6%	-29%	-17%	17%	-16%	15%
CCSc1nnc(NC(=O)c2ccc3nc[nH]c3c2)s1	8%	-12%	-1%	-38%	-1%	11%	0%	6%
CC(=O)CC(=O)Nc1ccn(-c2ccccc2)n1	2%	2%	0%	i	5%	-7%	10%	-1%
Nc1cc2c(cc1Br)-c1c(C(=O)O)cccc1C2O (centres undefined)	-15%	13%	11%	i	8%	/	0%	24%
O=C(Nc1ccc(C(=O)O)cc1)/C(=C/c1cccc(Br)c1)NC(=O)c1ccco1	0%	9%	-4%	i	-12%	-3%	3%	-1%[0.397 µM]
COC(=O)[C@@]12C[C@@H](CC(=O)N3CCN(C(=O)C4CC4)CC3)C(=O)N(Cc3ccco3)C1=CCC(C)(C)C2	-6%	23%	-5%	i	11%	13%	3%	23%
COc1ccc2[nH]c3c(c2c1)CCN1C(=O)C(CC(=O)NCCN2CCOCC2)C[C@H](C(=O)N2CCCCC2)[C@@]31C (some centres undefined)	-2%	11%	15%	-21%	4%	-12%	2%	11%
COc1ccc(-c2cc(-c3nnc(COC(=O)c4ccc(O)cc4)o3)c3ccccc3n2)cc1OC	-4%	-2%	-4%	i	2%	32%	1%	-3%
CN(C)CCN(C(=O)c1ccc(S(=O)(=O)N(C)C)cc1)c1nc2cc3c(cc2s1)OCCO3	1%	0%	1%[57.1 µM]	-6%	-7%	-12%	14%	4%
O=C(Nc1nc2ccc(Cl)cc2s1)c1ccc(Br)o1	-8%	-3%	0%	-15%[57.5 µM]	9%	13%	-29%[15.6 µM]	-25%
CCOC(=O)c1nnn(-c2nc(OC)nc(N(C)C)n2)c1-c1ccccc1	10%	-2%	0%	i	-7%	4%	-4%	12%
CCCn1c2c(c(=N)c3c1CCC3)CCCC2	1%	7%	-4%	-48%[inhibitor]	-19%	2%	7%	-5%
COCCn1nnnc1C(c1cccs1)N1CCN(c2cc(C)ccc2C)CC1 (centres undefined)	22%	?	-16%	-11%	-14%	32%	22%	-2%
COc1ccccc1N1CCN(C(=O)CN(CCc2ccccc2)S(C)(=O)=O)CC1	0%	6%	0%	-19%[57.5 µM]	-1%	15%	-2%	-7%
Cc1ccc2[nH]c(=O)c(CNC(C)C)cc2c1	8%	3%	-1%	9%[57.5 µM]	-4%	12%	-4%	1%
COc1cc(C2C(S(=O)(=O)c3ccccc3)CON2C)ccc1OCc1ccc(F)cc1 (centres undefined)	-9%	-2%	6%	i	-15%	28%	-3%	?
O=C(CSc1nnnn1C1CCCCC1)Nc1ccc(F)cc1	15%	2%	1%	-15%	-5%	-5%	0%	13%
CCC(/C=C1\Oc2ccc(OC)cc2N1C)=C\c1sc2ccccc2[n+]1CCCS(=O)(=O)[O-]	0%	-6%	15%	-23%	5%	22%	11%	/
Cc1ccc(C(=O)Nc2cnc3ccccn3c2=O)cc1	3%	5%	-3%	-53%[57.5 µM]	10%	-22%&10%	3%	15%&-3%
O=C(O)c1cccc(Nc2c([N+](=O)[O-])c(=O)oc3ccccc23)c1	21%	-1%	4%	i	4%	16%	8%	0%
COc1cccc(OC)c1C(=O)Nc1cccc(C(C)=O)c1	-5%	-8%	-2%	i	0%	4%	3%	7%
CCOc1ccccc1NC(=O)c1oc2ccccc2c1NC(=O)C1CC1	-1%	-1%	7%	-15%	-12%	/	-2%	13%
CCN(CC(=O)Nc1ccccc1OC)C(=O)c1ccc(NC(=O)c2cccs2)cc1	-12%	5%	-1%	-2%	-12%	28%	12%	-2%
O=C(O)C1CCN(S(=O)(=O)c2ccc(Oc3ccccc3)cc2)CC1	2%	1%	2%	i	-2%	-2%	-3%	10%
CC1(C(=O)O)COC(c2ccc(Cl)cc2)OC1 (centres undefined)	-2%	6%	3%	i	3%	4%	-3%	25%
O=C(CCNC(=O)C1CCN(S(=O)(=O)c2ccc(F)cc2)CC1)Nc1nccs1	2%	0%	-2%	-1%	13%	-3%	3%	4%
COc1ccc2oc(-c3ccncc3)cc(=O)c2c1	-1%	?	5%	i	-1%	-7%	5%	12%
O=C(c1cccnc1NCc1ccc(F)cc1)N1CCOCC1	-2%	0%	2%	i	-13%	-7%	14%	3%
CC(=O)c1cccc(CN2CCN(CC(C)C)C(CCO)C2)c1 (centres undefined)	10%	-7%	6%	18%	10%	-16%	15%	-5%
CCOC(=O)N/N=C/c1ccc(F)cc1	-2%	-12%	13%	i	10%	5%	-2%	-12%
CCCCNC(=O)/C(C#N)=C/c1ccc(F)cc1F	0%	5%	-3%	-49%[inhibitor]	-9%	6%	1%	-4%
CN(CCC1CCCCO1)C(=O)CCc1nnc(Cc2c[nH]c3ccccc23)o1 (centres undefined)	0%	-2%	16%	i	6%	/	-2%	22%
CCOc1cc(/C=N/n2cnnc2)ccc1OCC(=O)Nc1ccccc1OC	10%	2%	1%	-18%[57.5 µM]	?	-2%	1%	-10%
COc1cc2c(cc1NC(=O)COc1ccc3ccccc3c1)oc1ccccc12	2%	-15%	15%	-7%	11%	31%	5%	21%
COc1ccc(OC)c(NC(=O)c2ccno2)c1	-8%	5%	-3%	-1%	16%	17%	1%	13%
C=CCNC(=S)N1CCN(c2ccccc2Cl)CC1	17%	-15%	6%	-18%	-19%	-2%	1%	23%
Cc1cc(=O)[nH]c2c1c(=O)[nH]n2C1CC(C)N(C)CC1C (centres undefined)	1%	2%	3%	i	7%	-6%	-7%	8%

Part of the list above in a different format.
SMILES | EPAC1 ag | aSyn rescue | EPAC2 antagonist | PTHR1 ag | EPAC1 antag | FUS yeast rescue | EPAC2 ag | TDP-43 yeast inh
COc1cccc(OC)c1C(=O)Nc1cccc(C(C)=O)c1 | -5% | -8% | -2% | i | 0% | 4% | 3% | 7%
CCOc1ccccc1NC(=O)c1oc2ccccc2c1NC(=O)C1CC1 | -1% | -1% | 7% | -15% | -12% | / | -2% | 13%

Following part
SMILES	EPAC1 ag	aSyn rescue	EPAC2 antagonist	PTHR1 ag	EPAC1 antag	FUS yeast rescue	EPAC2 ag	TDP-43 yeast inh
CCOC(=O)CSc1nnc(CNC(=O)c2ccc(OC)cc2)n1-c1ccc(OC)cc1	3%	2%	0%	i	-10%	10%	2%	3%
COc1ccc(OCC(O)CON2C(=O)c3ccccc3C2=O)cc1 (centres undefined)	5%	9%	1%	?	-9%	14%	-8%	14%
O=C(NCc1ccccn1)c1ccc(Cl)s1	5%	-9%	-2%	i	9%	-2%	8%	-21%
CCCc1nc(C)c2c(=O)[nH]c(-c3cc(S(=O)(=O)N4CCN(CC)CC4)ccc3OCC)nn12	-6%	-1%	-12%	-35%[inhibitor]	5%	-17%	1%	10%
Cc1ccc(S(=O)(=O)Nc2ccccc2F)cc1C(=O)NNC(=O)c1ccccc1O	-1%	-3%	13%	-17%	-14%	39%	6%	-2%

This is a subset; the hit share may differ from the screen's.
